PfM18AAP inh: PfM18AAP inhibitors, malaria aminopeptidase, primary screen, biochemical, QFRET, recombinant enzyme. hit rate 1.2% among 290,000. H-Glu-NHMec fluorogenic cleavage. M18 aspartyl aminopeptidase (Plasmodium falciparum 3D7). inhibition, % at 7.35 µM;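 active = inhibition above the campaign mean inhibition over all tested compounds plus 3 SD, cut at about 28% in these data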;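 note: 0% = plate median of test compound wells and 100% = 2 mM ZnCl2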
OXTR potentiator: human OXTR potentiators, primary screen, fluorescence, CHO-OTR cells, Fluo-8 calcium; Oxytocin receptor (Homo sapiens), P30559; Fluo-8 calcium fluorescence, potentiator mode; 0% = oxytocin EC15, 100% = EC100; activation, % at 3 µM; hit rate 0.061% among 320,000;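 active = activation above that plate's cutoff, the mean activation of tested compounds plus 3 SD, cut at about 6.6% in these data, passing the limit was not always enough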;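 note: 100% uses oxytocin at 75 nM as the full agonist control; some results filed as inactive read as strong as hits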
Target sequence (P30559 whole entry, looked up): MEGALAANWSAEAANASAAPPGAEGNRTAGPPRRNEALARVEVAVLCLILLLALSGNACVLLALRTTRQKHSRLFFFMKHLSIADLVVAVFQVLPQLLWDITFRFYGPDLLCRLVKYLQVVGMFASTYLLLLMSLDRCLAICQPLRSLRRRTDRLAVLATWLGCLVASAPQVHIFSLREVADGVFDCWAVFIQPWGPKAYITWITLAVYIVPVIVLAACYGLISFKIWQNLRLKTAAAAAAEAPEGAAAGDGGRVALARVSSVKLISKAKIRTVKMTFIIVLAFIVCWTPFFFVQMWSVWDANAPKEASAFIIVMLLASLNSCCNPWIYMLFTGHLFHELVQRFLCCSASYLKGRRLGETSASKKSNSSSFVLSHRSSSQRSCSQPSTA
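Assay system: CHO cell line stably expressing human OTR. Reagent: EC15 oxytocin agonist. Dosing: single dose, 3.0 µM nominal final compound concentration. Timing: compound 6 min at room temperature before oxytocin, 100 s read. Signal: kinetic Fluo-8 calcium fluorescence. Controls: oxytocin EC15 low and EC100 high.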
MEKK2mut PB1 HTS: MEK5 binding signal on mutant MEKK2 PB1, primary screen, biochemical, multiplex bead flow cytometry, Alexa488-MEK5; Alexa488-MEK5 binding to MEKK2 mutant; percent response, % at 10 µM; hit rate 0.35% among 290,000; in the data active = percent response above about 24%, passing the limit was not always enough; note: inactives centre near 1; some results filed as inactive read as strong as hits
NALP1 inh: NALP1 inflammasome inhibitors in reconstituted yeast, colorimetric, S. cerevisiae, triplicate retest | hit rate 0.61% among 280,000 | S. cerevisiae NALP1/ASC/caspase-1 growth, X-gal OD620, 72 h | inhibition, % at 10 µM | AID 2071, 2009; in the data active = inhibition mostly above about 24%, no sharp cut-off; inactive = mostly below about 32%; note: some compounds called inactive have numbers as strong as hits
V1aR counter: agonists of human V1a receptor, primary screen, counter-screen for OXTR agonist project, fluorescence, CHO-V1R cells; hit rate 0.25% among 320,000; Vasopressin V1a receptor (Homo sapiens), P37288; Fluo-8 calcium fluorescence, agonist mode; 0% DMSO, 100% 3 nM vasopressin; activation, % at 3 µM; AID 2797, 2010;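 active = activation above the mean activation of all tested compounds plus 3 SD, per screening run, cut at about 20% in these data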;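 note: signal is peak over basal fluorescence ratio across a 100 second FLIPR read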
Target sequence (P37288 whole entry, looked up): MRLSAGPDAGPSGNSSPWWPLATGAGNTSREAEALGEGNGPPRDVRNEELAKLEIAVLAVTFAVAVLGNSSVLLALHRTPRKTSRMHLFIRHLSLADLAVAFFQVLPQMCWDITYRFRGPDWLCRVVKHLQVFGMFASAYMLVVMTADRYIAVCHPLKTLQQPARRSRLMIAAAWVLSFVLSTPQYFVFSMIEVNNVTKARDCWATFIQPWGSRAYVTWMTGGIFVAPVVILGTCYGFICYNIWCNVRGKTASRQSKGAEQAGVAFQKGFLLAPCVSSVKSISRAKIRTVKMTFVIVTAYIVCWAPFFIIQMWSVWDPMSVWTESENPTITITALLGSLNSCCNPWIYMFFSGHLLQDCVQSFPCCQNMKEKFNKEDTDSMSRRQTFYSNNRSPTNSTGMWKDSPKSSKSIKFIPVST
OXTR agonist: human OXTR agonists, primary screen, fluorescence, CHO-OTR cells, Fluo-8 calcium; Oxytocin receptor (Homo sapiens), P30559; Fluo-8 calcium fluorescence; normalized: DMSO 0%, oxytocin 100%; activation, % at 3 µM; hit rate 0.32% among 320,000;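 active = activation above the mean of all tested compounds plus 3 SD, cutoff set per screening run, cut at about 20% in these data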;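 note: peak over basal fluorescence ratio from a 100 s FLIPR kinetic read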
GalR3 antagonist: GalR3 antagonists in HEK293 cells, primary screen, cell-based, fluorescence readout. inhibition, % at 3 µM. AID 651719, 2012. HEK293 GalR3-CNG cAMP membrane potential fluorescence; galR3 body fused to GalR1 C-terminus. Galanin receptor type 3 (Homo sapiens), O60755. hit rate 0.44% among 360,000;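 active = inhibition above the screen-wide average plus 3 SD, cut at about 13% in these data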;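 note: forskolin and galanin both at EC90 stimulate the cells; cAMP rise reported by CNG channel membrane potential dye signal; 0% = forskolin plus galanin with DMSO and 100% = forskolin alone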
Target sequence (O60755 1-299 limits assumed): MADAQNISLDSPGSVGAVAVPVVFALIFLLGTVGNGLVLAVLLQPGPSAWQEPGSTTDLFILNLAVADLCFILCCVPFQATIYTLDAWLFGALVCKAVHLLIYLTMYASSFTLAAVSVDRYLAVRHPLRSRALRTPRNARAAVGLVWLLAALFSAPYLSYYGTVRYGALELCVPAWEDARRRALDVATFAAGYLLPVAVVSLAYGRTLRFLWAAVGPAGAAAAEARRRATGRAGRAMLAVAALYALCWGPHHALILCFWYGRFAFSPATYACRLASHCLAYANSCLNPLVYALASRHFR
MEKK2 WT-MEK5: modulators of MEK5 binding to wildtype MEKK2, primary screen, biochemical, multiplex bead flow cytometry, Alexa488-MEK5; hit rate 1.1% among 290,000; Alexa488-MEK5 binding to MEKK2 WT; actives lie on both sides; AID 1531, 2009; binding response (% of control), % at 10 µM; in the data active = binding response below about 67% or above about 130%
GPR7 antagonist: GPR7 receptor antagonists, primary screen, cell-based, fluorescence, single concentration; Neuropeptides B/W receptor type 1 (Homo sapiens), P48145; GPR7-expressing cells, fluorescence antagonist assay; inhibition, % at 4.4 µM; hit rate 1.1% among 290,000; in the data active = inhibition above about 16%, passing the limit was not always enough;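 note: cells stimulated with the agonist NPW; 0% = agonist with vehicle and 100% = vehicle without agonist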
Active calls of the source: *; [ ] = dose if it differs, or a comment.

`COc1ccc(CCNC(=O)CN2C(=O)NC(Cc3c[nH]c4ccccc34)C2=O)cc1` (stereo unspecified) gave PfM18AAP inh 1, OXTR potentiator -7, MEKK2mut PB1 HTS 1, NALP1 inh 0, V1aR counter -0.2, OXTR agonist -1.0, GalR3 antagonist -8, MEKK2 WT-MEK5 101 and GPR7 antagonist 14.
Cc1ccc(S(=O)(=O)N2CCC(C(=O)OCCOc3ccccc3)CC2)cc1C was read as OXTR potentiator -12, V1aR counter 1.9, OXTR agonist 0.0 and GalR3 antagonist -4.
`Nc1c(-c2ccccc2)c(CSc2nc3ccccc3[nH]2)nn1-c1ccc(C(=O)O)cc1` gave PfM18AAP inh -3, OXTR potentiator -5, MEKK2mut PB1 HTS -3, NALP1 inh 23, V1aR counter -0.1, OXTR agonist 0.4, GalR3 antagonist -2, MEKK2 WT-MEK5 100 and GPR7 antagonist 10.
For CC(C)CC(=O)Nc1nnc(S(=O)(=O)N2CCCCCC2)s1 the results were PfM18AAP inh 6, OXTR potentiator 1, MEKK2mut PB1 HTS 7, NALP1 inh 24, V1aR counter 0.5, OXTR agonist 0.1, GalR3 antagonist 4, MEKK2 WT-MEK5 103 and GPR7 antagonist -4.
Screening COC(=O)c1cnc(N2CCOCC2)nc1C(F)(F)F returned PfM18AAP inh -9, OXTR potentiator -10, MEKK2mut PB1 HTS 1, NALP1 inh 1, V1aR counter 0.8, OXTR agonist -0.6, GalR3 antagonist 2, MEKK2 WT-MEK5 100 and GPR7 antagonist -17.
CCCc1cc(=O)[nH]c(SCC(=O)Nc2nc(-c3ccccc3)cs2)n1 was read as PfM18AAP inh -3, OXTR potentiator -23, MEKK2mut PB1 HTS -3, NALP1 inh 24, V1aR counter 3.1, OXTR agonist 7.4, GalR3 antagonist 3, MEKK2 WT-MEK5 99 and GPR7 antagonist -3.
`C=COCCn1c(-c2nonc2N)nc2ccccc21` gave PfM18AAP inh 7, OXTR potentiator -9, MEKK2mut PB1 HTS 9, NALP1 inh 8, V1aR counter -1.1, OXTR agonist -2.3, GalR3 antagonist 3, MEKK2 WT-MEK5 119 and GPR7 antagonist -8.
CCOC(=O)c1c(CN2CCOCC2)oc2ccc(OC)cc12 was read as PfM18AAP inh 4, OXTR potentiator -3, MEKK2mut PB1 HTS 0, NALP1 inh 12, V1aR counter 0.6, OXTR agonist -0.3, GalR3 antagonist -4, MEKK2 WT-MEK5 103 and GPR7 antagonist -13.
For CCCCN(CCO)CCCC the results were OXTR potentiator -3, V1aR counter 0.0, OXTR agonist -0.4 and GalR3 antagonist 0.
For CSc1cccc(CN2CCC(Oc3ccc(C(=O)N4CCCCC4)cc3)CC2)c1 the results were PfM18AAP inh -15, OXTR potentiator -3, MEKK2mut PB1 HTS 14, NALP1 inh 10, V1aR counter 3.4, OXTR agonist 0.7, GalR3 antagonist 1, MEKK2 WT-MEK5 115 and GPR7 antagonist 2.
Screening COc1cc(Br)c(-c2sc(Nc3ccccc3)n[n+]2-c2ccccc2)cc1OC returned PfM18AAP inh 14, OXTR potentiator -7, MEKK2mut PB1 HTS 13, NALP1 inh -2, V1aR counter 0.7, OXTR agonist -0.2, GalR3 antagonist -10, MEKK2 WT-MEK5 152* and GPR7 antagonist -4.
`CCOc1ccc(CN2CCSCC2)cc1` gave PfM18AAP inh -4, MEKK2mut PB1 HTS 7, NALP1 inh 2, GalR3 antagonist -11, MEKK2 WT-MEK5 108 and GPR7 antagonist -14.
Screening Cc1cccc(C)c1Nc1c(-c2ccccc2O)nc2ncccn12 returned PfM18AAP inh 7, OXTR potentiator -2, MEKK2mut PB1 HTS -4, NALP1 inh 18, V1aR counter -0.8, OXTR agonist -1.3, GalR3 antagonist 0, MEKK2 WT-MEK5 97 and GPR7 antagonist -7.
For Cc1cccc(C(=O)NCC(=O)N(C)CC(=O)Nc2ccc(N3CCOCC3)cc2)c1 the results were PfM18AAP inh -1, OXTR potentiator -1, MEKK2mut PB1 HTS 5, NALP1 inh 13, V1aR counter 1.4, OXTR agonist 0.6, GalR3 antagonist -1, MEKK2 WT-MEK5 101 and GPR7 antagonist -8.
Screening O=C(c1ccc(C(F)(F)F)cc1)n1ccc(-c2cccs2)n1 returned PfM18AAP inh 6, OXTR potentiator -4, MEKK2mut PB1 HTS 1, NALP1 inh 8, V1aR counter 0.6, OXTR agonist 0.3, GalR3 antagonist -3, MEKK2 WT-MEK5 103 and GPR7 antagonist 0.
For Cc1nc(C)c(C(=O)NCCC(c2ccccc2)c2ccccc2)o1 the results were PfM18AAP inh -4, OXTR potentiator -4, MEKK2mut PB1 HTS 1, NALP1 inh 17, V1aR counter 0.9, OXTR agonist 0.1, GalR3 antagonist 3, MEKK2 WT-MEK5 97 and GPR7 antagonist -3.
`Cc1nc(N2CCC(C)CC2)c2c(C)c(C(=O)Nc3cc(F)ccc3C)sc2n1` gave PfM18AAP inh -2, OXTR potentiator -1, MEKK2mut PB1 HTS -4, NALP1 inh 7, V1aR counter 0.5, OXTR agonist -1.1, GalR3 antagonist -2, MEKK2 WT-MEK5 99 and GPR7 antagonist -11.
Cc1ccc(-n2nnnc2SCc2ccccn2)cc1C was read as PfM18AAP inh 2, OXTR potentiator -5, NALP1 inh -6, V1aR counter 2.5, OXTR agonist 0.2, GalR3 antagonist -5 and GPR7 antagonist -4.
For OCCOCCNc1ncnc2c1cnn2-c1ccccc1 the results were PfM18AAP inh 5, OXTR potentiator -6, MEKK2mut PB1 HTS 7, NALP1 inh 3, V1aR counter 1.0, OXTR agonist 1.5, GalR3 antagonist -2, MEKK2 WT-MEK5 95 and GPR7 antagonist -12.
For Cc1ccc(Nc2ccc(S(=O)(=O)N3CCOCC3)cc2[N+](=O)[O-])cc1C the results were PfM18AAP inh 2, OXTR potentiator -7, MEKK2mut PB1 HTS 14, NALP1 inh 25, V1aR counter -0.6, OXTR agonist -1.2, GalR3 antagonist -2, MEKK2 WT-MEK5 106 and GPR7 antagonist 6.
For Cc1ccc(S(=O)(=O)N(C)C)cc1NC(=O)c1ccc(-n2cncn2)c([N+](=O)[O-])c1 the results were OXTR potentiator -1, V1aR counter 0.2, OXTR agonist 1.1 and GalR3 antagonist -3.
O=C(c1cccs1)N1CCN(CCCc2ccccc2)CC1 was read as PfM18AAP inh 9, OXTR potentiator -1, MEKK2mut PB1 HTS -2, NALP1 inh -8, V1aR counter 0.7, OXTR agonist 1.7, GalR3 antagonist -8, MEKK2 WT-MEK5 94 and GPR7 antagonist 1.
For COc1ccc(C2N3CC4(C)CN2CC(C)(C3)C4O)cc1OC (stereo unspecified) the results were PfM18AAP inh 23, OXTR potentiator -6, MEKK2mut PB1 HTS 4, NALP1 inh 2, V1aR counter 0.8, OXTR agonist -0.1, GalR3 antagonist -6, MEKK2 WT-MEK5 112 and GPR7 antagonist -6.
For COc1cc(OC)cc(C(=O)Nc2nc(CC(=O)NCc3ccc(F)cc3)cs2)c1 the results were OXTR potentiator 4, V1aR counter -1.2, OXTR agonist -1.7 and GalR3 antagonist -4.
C/C=C/C=C\C(=O)Nc1cccc(C2=NOC3(C2)C[C@H](C(N)=O)N(C(=O)/C=C/C)C3)c1 (stereo partly specified) was read as OXTR potentiator -7, MEKK2mut PB1 HTS 8, V1aR counter 1.2, OXTR agonist -0.7, GalR3 antagonist -5 and MEKK2 WT-MEK5 93.
Screening CCCCn1c(-c2ccc(Cl)c(Cl)c2)nc2cc3[nH]c(=O)c(C(C)C)nc3cc21 returned PfM18AAP inh 3, OXTR potentiator -7, MEKK2mut PB1 HTS 0, NALP1 inh -7, V1aR counter 0.1, OXTR agonist -2.2, GalR3 antagonist -9, MEKK2 WT-MEK5 83 and GPR7 antagonist -32.
For CS(=O)(=O)Nc1cccc(C2=NN(C(=O)c3ccccc3)C(c3cccs3)C2)c1 (stereo unspecified) the results were PfM18AAP inh 0, OXTR potentiator -13, MEKK2mut PB1 HTS 2, NALP1 inh 11, V1aR counter 19, OXTR agonist 0.2, GalR3 antagonist -9, MEKK2 WT-MEK5 101 and GPR7 antagonist 3.
For O=C(O)CSc1cn(Cc2ccccc2)c2ccccc12 the results were PfM18AAP inh 4, OXTR potentiator -4, MEKK2mut PB1 HTS 1, NALP1 inh 3, V1aR counter 0.2, OXTR agonist -0.8, GalR3 antagonist -9, MEKK2 WT-MEK5 105 and GPR7 antagonist 4.
`O=C(NCc1ccco1)c1ccc(COc2ccc(Cl)cc2)cc1` gave PfM18AAP inh -1, OXTR potentiator -9, MEKK2mut PB1 HTS -2, NALP1 inh 25, V1aR counter 0.4, OXTR agonist -1.2, GalR3 antagonist -2, MEKK2 WT-MEK5 94 and GPR7 antagonist -3.
Screening C=CCN1C(=O)/C(=C2/Sc3ccc(OC)cc3N2C)SC1=Nc1cccc(O)c1 returned PfM18AAP inh 2, OXTR potentiator -15, MEKK2mut PB1 HTS -11, NALP1 inh 16, V1aR counter 0.6, OXTR agonist 0.8, GalR3 antagonist -3, MEKK2 WT-MEK5 93 and GPR7 antagonist -4.
`COc1ccc2[nH]c(=O)c(CN(C(=O)c3ccco3)C3CCCCC3)cc2c1` gave PfM18AAP inh 0, OXTR potentiator -1, MEKK2mut PB1 HTS 3, NALP1 inh 26*, V1aR counter -0.3, OXTR agonist -0.5, GalR3 antagonist 2, MEKK2 WT-MEK5 98 and GPR7 antagonist 5.
Screening Cc1ccc(C(=O)N2CCCC(Nc3ccc(C)c(C)c3)C2)c(=O)[nH]1 (stereo unspecified) returned PfM18AAP inh -9, OXTR potentiator -8, MEKK2mut PB1 HTS 6, NALP1 inh 17, V1aR counter 1.7, OXTR agonist 0.6, GalR3 antagonist -4, MEKK2 WT-MEK5 106 and GPR7 antagonist -12.
For O=C(COC(=O)COc1ccc(Cl)cc1Br)NCCC1=CCCCC1 the results were OXTR potentiator -6, V1aR counter 1.4, OXTR agonist 1.0 and GalR3 antagonist -6.
For Cc1cc(C)n2nc(-c3ccsc3-n3c(C)ccc3C)cc2n1 the results were PfM18AAP inh 15, OXTR potentiator -8, MEKK2mut PB1 HTS 1, NALP1 inh -10, V1aR counter 1.2, OXTR agonist 1.0, GalR3 antagonist -4, MEKK2 WT-MEK5 9.0*[inhibitor] and GPR7 antagonist 2.

Gathered by group, the compounds so far with a CF3 group (two)
Screening COC(=O)c1cnc(N2CCOCC2)nc1C(F)(F)F returned PfM18AAP inh -9, OXTR potentiator -10, MEKK2mut PB1 HTS 1, NALP1 inh 1, V1aR counter 0.8, OXTR agonist -0.6, GalR3 antagonist 2, MEKK2 WT-MEK5 100 and GPR7 antagonist -17.
Screening O=C(c1ccc(C(F)(F)F)cc1)n1ccc(-c2cccs2)n1 returned PfM18AAP inh 6, OXTR potentiator -4, MEKK2mut PB1 HTS 1, NALP1 inh 8, V1aR counter 0.6, OXTR agonist 0.3, GalR3 antagonist -3, MEKK2 WT-MEK5 103 and GPR7 antagonist 0.

Screening results: PubChem BioAssay, several laboratories

Compounds were not picked by outcome. Share with any hit: about 4.1%.
